Compound activity (PubChem)
E-selectin induc: E-selectin induction on HUVECs. P16581. HUVEC E-selectin immunofluorescence imaging; normalized: neutral wells 0, TNF-alpha wells 100. activation, % at 7.58 µM. actives 0.37% (n = 260,000). AID 686992;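 active means mean E-selectin-positive cell signal at least 10% of the positive control, reached in at least 60% of replicates, without over 20% cell loss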;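 further: in these data hits start at about 27%; measured in HUVEC primary endothelial cells; signal is the percent of cells scored E-selectin positive by PE staining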
Target sequence (P16581 whole entry, looked up): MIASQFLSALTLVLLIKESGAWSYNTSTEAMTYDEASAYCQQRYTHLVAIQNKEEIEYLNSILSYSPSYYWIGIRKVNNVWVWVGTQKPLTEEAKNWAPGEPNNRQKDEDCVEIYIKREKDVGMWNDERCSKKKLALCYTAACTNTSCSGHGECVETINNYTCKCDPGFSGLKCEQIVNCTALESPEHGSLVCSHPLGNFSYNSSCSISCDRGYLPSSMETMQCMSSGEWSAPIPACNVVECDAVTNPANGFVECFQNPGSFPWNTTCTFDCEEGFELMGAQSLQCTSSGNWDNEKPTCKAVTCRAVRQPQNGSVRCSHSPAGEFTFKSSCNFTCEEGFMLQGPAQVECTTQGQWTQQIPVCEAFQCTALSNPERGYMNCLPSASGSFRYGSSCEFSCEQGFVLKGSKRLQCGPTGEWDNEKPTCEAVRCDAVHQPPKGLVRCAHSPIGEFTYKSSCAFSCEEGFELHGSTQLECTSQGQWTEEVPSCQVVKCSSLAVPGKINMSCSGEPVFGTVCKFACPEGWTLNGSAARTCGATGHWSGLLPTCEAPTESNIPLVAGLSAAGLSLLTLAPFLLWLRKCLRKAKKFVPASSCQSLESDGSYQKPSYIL
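Test system: HUVEC | Signal: Immunofluorescence imaging | Read-out: Percent E-selectin-positive cells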
Xi reactivation: activators of X-chromosome reactivation in mouse fibroblasts. XiGFP mouse fibroblasts, % GFP-positive cells imaging, 3 d; cells co-treated with 5-aza-dC sensitizer; scaled so ellipticine positive control = 100%. activation, % at 7.58 µM. actives 0.055% (n = 360,000). AID 743238;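 active means mean normalized replicate activation at least 10% and every replicate at or above 10%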;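 further: 0% = median of on-plate neutral control wells and 100% = ellipticine 6 µM median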
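assay system = SV40-immortalized XiGFP fibroblast cells, line 68-5-11 | buffer or medium = DMEM plus 5-aza-dC sensitizer | doses = single-point pinned compound dosing | times = 3-day compound exposure, then 15 min fixation at room temperature | benchmarks = positive control ellipticine, 6 µM final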
The depositor's hits bear a star; & = joins results of further samples. This is a subset; count on the stated rates, not on these rows.

structure,E-selectin induc,Xi reactivation
O=C(Nc1nc(N2C(=O)c3ccccc3C2=O)n(-c2ccccc2)n1)c1ccccc1,-0.2,0.4
COc1cccc(CC(NC(C)=O)C(=O)NC2CCN(c3c(Cc4ccccc4)c(C)nc4ncnn34)CC2)c1OC (centres undefined),-0.4,0.1
Cc1nc(Cl)sc1C(=O)Nc1ccccc1,0.0,0.1
Cc1ccc(S(=O)(=O)N2CCOCC2)cc1NC(=O)CSc1cccc[n+]1[O-],-0.5,-0.2
Cc1nn(-c2ccccc2)c(/N=C/c2ccccc2O)c1-c1ccccc1,1.5,0.3
Cc1ccc(NC(=O)CCOc2ccccc2)cc1S(=O)(=O)Nc1ccccc1Cl,1.0,0.0
COc1ccc2c3c([nH]c2c1)[C@@H](CO)N(C(=O)NC(C)C)CC31CCN(C(=O)c2ccncc2)CC1,-0.1,0.3
COC(=O)c1ccc(CNC(=O)c2ccc(COc3ccccc3)cc2)cc1,-0.4,0.0
Cn1c(=O)n(/N=C/c2ccccc2)c2ccccc21,17,0.1
C/C=C/c1ccc(C2[C@@H]3CN(S(=O)(=O)c4ccccc4F)C[C@H]2N3)cc1 (some centres undefined),0.2,0.0
CCn1ncc(/C=N\NC(=O)COc2ccccc2)c1C,-1.4,0.3
O=C(COc1ccc(Br)cc1Br)NC(=S)Nc1cccc(CO)c1,0.0,0.2
CCCC1=[N+](CC(=O)c2ccccc2)CCn2cccc21,1.7,0.1
O=C(NCCO)/C(=C\c1ccc2c(c1)OCO2)NC(=O)c1ccc(Br)cc1,-1.7,0.1
Cc1ccc(NC(=O)c2ccc(COc3ccc4c(c3)CCC4)cc2)c(C)c1,0.4,-0.1
COc1cc(/C=C(\C#N)c2ccccn2)ccc1OCC(=O)Nc1cccc(C(F)(F)F)c1,5.6,0.4
COc1ccc2c3c(n(C)c2c1)[C@H](CO)N(S(C)(=O)=O)CC31CCN(C(=O)CN(C)C)CC1,0.0,0.4
NC(=O)CN1C(=O)C(O)(CC(=O)/C=C\C=C\c2ccccc2)c2ccccc21 (centres undefined),3.8,-0.1
O=C(COc1ccccc1F)NNC(=O)c1ccc(N2CCCCC2)c([N+](=O)[O-])c1,-0.3,0.2
COc1ccc(-c2ccc(/C=C3/C(=N)N4C(C)=CSC4=NC3=O)o2)c([N+](=O)[O-])c1,1.3,0.0
Cc1ccc2cc(CN(CC3CCCO3)C(=S)Nc3ccccc3)c(=O)[nH]c2c1C (centres undefined),0.1,0.1
C[C@H]1CN([C@@H](C)CO)S(=O)(=O)c2ccc(Br)cc2O[C@@H]1CN(C)C(=O)C1CCC1,0.5,-0.9
C/C=C/c1ccc(C2[C@H]3CNC[C@@H]2N3C(=O)Nc2cccc(OC)c2)cc1 (some centres undefined),0.0&0.2,0.2&0.0
CCOC(=O)c1ccc(N2NC(=O)/C(=C/c3ccc(OC(=O)c4ccco4)c(OC)c3)C2=O)cc1,1.9,0.0
CCN1CN(Cc2ccccc2)CNC1=S,-0.2,0.8

Nothing new here: 7 of the compounds above.
structure,E-selectin induc,Xi reactivation
Cc1nc(Cl)sc1C(=O)Nc1ccccc1,0.0,0.1
Cc1ccc(S(=O)(=O)N2CCOCC2)cc1NC(=O)CSc1cccc[n+]1[O-],-0.5,-0.2
Cc1nn(-c2ccccc2)c(/N=C/c2ccccc2O)c1-c1ccccc1,1.5,0.3
Cc1ccc(NC(=O)CCOc2ccccc2)cc1S(=O)(=O)Nc1ccccc1Cl,1.0,0.0
COc1ccc2c3c([nH]c2c1)[C@@H](CO)N(C(=O)NC(C)C)CC31CCN(C(=O)c2ccncc2)CC1,-0.1,0.3
COC(=O)c1ccc(CNC(=O)c2ccc(COc3ccccc3)cc2)cc1,-0.4,0.0
Cn1c(=O)n(/N=C/c2ccccc2)c2ccccc21,17,0.1

Other compounds:
structure,E-selectin induc,Xi reactivation
COc1ccc(S(=O)(=O)N2CC3(CN(Cc4ccccc4OC)[C@@H](CO)c4[nH]c5cc(OC)ccc5c43)C2)cc1,0.9,0.2
COc1ccc(N=C2SC(CC(=O)Nc3ccccc3F)C(=O)N2Cc2ccco2)cc1 (centres undefined),0.3,-0.1
C[C@@H]1CN([C@@H](C)CO)C(=O)c2cccc(NS(=O)(=O)c3ccc(Cl)cc3)c2O[C@@H]1CN(C)C(=O)Nc1ccc(C(F)(F)F)cc1,-0.1,0.0
C[C@@H]1CCCCO[C@H](CN(C)CC2CCCCC2)[C@@H](C)CN([C@H](C)CO)C(=O)c2cc(NC(=O)CCCCCC(=O)Nc3ccccc3N)ccc2O1,-0.5,0.1
CC(C)C(NS(=O)(=O)c1c(Cl)cccc1Cl)C(=O)OCC(=O)c1c[nH]c2ccccc12 (centres undefined),0.0,0.1
CCOc1ccc(NC(=O)c2ccccc2NS(=O)(=O)c2ccc(F)cc2)c([N+](=O)[O-])c1,0.1,0.0
COc1ccc2c3c([nH]c2c1)[C@H](CO)N(C(=O)c1ccc(F)cc1)CC31CCN(C(=O)CC2CC2)CC1,-0.5,0.3
CCCN(C)C[C@@H]1Oc2cc(C3=CCCC3)ccc2S(=O)(=O)N([C@@H](C)CO)C[C@H]1C,0.0,0.1
COc1cccc(-c2ccc(C3[C@@H]4CN(Cc5ccccn5)C[C@H]3N4)cc2)c1 (some centres undefined),0.0&0.0,0.1&0.0
CN(C#N)c1nc(Cl)nc(Nc2cccc(Cl)c2)n1,-0.3,-0.1
COc1ccccc1-c1ccc(C2[C@H]3CNC[C@@H]2N3Cc2ccc(F)cc2)cc1 (some centres undefined),0.2,0.0
C[C@H]1CN([C@@H](C)CO)S(=O)(=O)c2ccc(-c3cccnc3)cc2O[C@H]1CN(C)C(=O)C1CC1,1.0,-0.5
C[C@@H]1CCCCO[C@H](CN(C)C(=O)Nc2ccccc2)[C@H](C)CN([C@H](C)CO)C(=O)c2cc(NC(=O)Nc3ccc(C(F)(F)F)cc3)ccc2O1,0.0,0.0
CCn1ncc([N+](=O)[O-])c1C(=O)Nc1cc(C)on1,22,0.4
CCCNC(=O)COc1ccccc1[N+](=O)[O-],-0.3,0.0
Oc1ccc(O)c(-c2cnns2)c1,0.0,-0.1
COc1ccc(S(=O)(=O)N(C)C[C@H]2Oc3c(NC(=O)NC4CCCCC4)cccc3C(=O)N([C@@H](C)CO)C[C@@H]2C)cc1,-1.5,-0.5
CC/C(=N\NC(=O)c1ccc(N(C)C)cc1)c1ccccc1,0.0,0.2
COc1ccc(C#Cc2cnc3c(c2)C(=O)N([C@@H](C)CO)C[C@@H](C)[C@@H](CN(C)CC2CC2)O3)cc1,0.3,-0.3
COc1ccc2c3c(n(C)c2c1)[C@@H](CO)N(Cc1ccccc1)CC31CN(C(=O)C2CC2)C1,-0.3,0.2
C[C@H]1CN([C@@H](C)CO)S(=O)(=O)c2ccc(C#CC(C)(C)O)cc2O[C@H]1CN(C)C(=O)C1CC1,0.8,-0.9
COc1ccc2c3c([nH]c2c1)[C@@H](CO)N(C(=O)Nc1ccc(F)cc1)CC31CCN(C(=O)Nc2ccccc2)CC1,0.0,0.3
CCCNC(=O)N1CC2(CN(C(=O)C3CCC3)C2)c2c([nH]c3cc(OC)ccc23)[C@H]1CO,-0.5,0.3
C[C@@H]1CN([C@@H](C)CO)S(=O)(=O)c2ccc(C#CC3CC3)cc2O[C@H]1CN(C)Cc1cncnc1,1.0,-0.2
O=C(Nc1ccc(F)cc1)N1CC(=O)N2[C@H](C1)[C@@H](c1ccc(C#Cc3ccccc3)cc1)[C@@H]2CO,-0.2,0.2
CC(C(=O)N=Nc1c(O)[nH]c2ccccc12)n1cnc2ccccc2c1=O (centres undefined),0.0,0.0
CCOC(=O)NC(Nc1ccc(OC)cc1)(C(F)(F)F)C(F)(F)F,0.8,0.0
O=C(CNC(=O)c1ccncc1)N/N=C/c1cc(Br)ccc1O,0.2,0.1
CCOc1cc(Cl)c(NC(C)=O)cc1OCC,8.7,0.1
Cc1cccc(C(=O)NC(=S)NNC(=O)COc2c(C)cccc2C)c1,0.3,0.0
COC(=O)c1sc(NC(=O)/C=C/c2ccc(C)cc2)nc1C,0.7,1.2
CN(C)S(=O)(=O)c1ccc(NC(=O)/C=C/c2ccccc2Cl)cc1,-0.4,0.5
N#Cc1ccccc1Sc1ccccc1C(=O)OCC(=O)NC12CC3CC(CC(C3)C1)C2,-0.1,0.0
CCc1ccc(C(=O)OCC(=O)Nc2cccc(S(=O)(=O)NC3=NCCCCC3)c2)cc1,0.0,0.1
Cn1c(NC(=O)C[n+]2cc(-c3ccc(Cl)c(Cl)c3)n3c2CCC3)cc(=O)n(C)c1=O,-0.2,0.4
c1cc(-c2ccc(C3[C@@H]4CN(Cc5nccs5)C[C@H]3N4)cc2)ccn1 (some centres undefined),-0.1,0.0
Cc1ccc(/C=C2/NC(=O)N(Cc3ccccc3)C2=O)o1,-0.2,0.2
O=C1NC(=NCc2ccccc2)S/C1=C/c1ccc(O)cc1,1.7,0.0
O=C(NC(=S)Nn1cnnc1)c1cccc(Br)c1,12,0.1
CCOC(=O)/C(=N\Nc1ccc(C(C)=O)cc1)c1csc(Nc2ccccc2)n1,0.0,-0.1
COc1cccc(NC(=S)NCCN2CCOCC2)c1,-0.4,7.0
COc1ccc(CNC(=O)Nc2cccc(C(F)(F)F)c2)cc1OC,0.3,-0.1
CCCCNC(=O)CCSc1ccc(C)cc1,-0.8,0.0
C[C@H]1CN([C@@H](C)CO)C(=O)c2cc(-c3cccc(F)c3)cnc2O[C@H]1CN(C)C(=O)C1CC1,0.7,-1.2
COc1ccc(/C=N/Nc2nncc3ccccc23)c(OC)c1,0.1,0.0
O=C(CSc1ccccn1)Nc1nc2c(ccc3ccccc32)s1,0.1,0.0
O=C(CSc1ccccn1)Nc1nc2ccccc2s1,0.8,0.1
COc1cccc(CN2[C@@H]3CNC[C@H]2C3c2ccc(-c3ccc(C#N)cc3)cc2)c1 (some centres undefined),-0.1,0.0
O=c1c2ccccc2c(C=Nc2ccc(S(=O)(=O)N3CCCCC3)cc2)c(O)n1-c1ccc(Cl)cn1,1.1,0.1
Cc1c([N+](=O)[O-])ccc(S(=O)(=O)N2CCC(C(N)=O)CC2)c1C,0.5,0.1

The list goes on:
structure,E-selectin induc,Xi reactivation
CC1CCc2sc(C(=O)OCC(=O)NCc3ccccc3)cc2C1 (centres undefined),0.0,0.1
O=C(Cn1cnc2ccccc21)N/N=C/c1cccs1,0.5,0.0
Cc1cc(NS(=O)(=O)c2ccc(Nc3nc(-c4ccc(O)cc4)cs3)cc2)no1,0.2,0.2
COc1ccc2c3c(n(C)c2c1)[C@H](CO)N(C(=O)CN(C)C)CC31CN(C(=O)NC(C)C)C1,-0.2,0.2
Cc1ccc(N(CCCCN2C(=O)c3ccccc3C2=O)C(=O)c2ccc(Cl)s2)cc1,3.2,-0.1
CCCNS(=O)(=O)c1ccc(CCC(=O)N2CCN(c3ccc(F)cc3)CC2)cc1,-0.1,0.2
O=C(Nc1ccc(F)cc1)N1CC(=O)N2[C@H](CO)[C@@H](c3ccc(C#Cc4ccccc4)cc3)[C@@H]2C1,-0.2,0.2
COc1ccc(/C=N/Nc2nnc(Cc3ccc(OC)c(OC)c3)c(=O)[nH]2)cc1,0.3,0.0
Cc1ccc(NC(=O)CCC(=O)NNS(=O)(=O)c2ccccc2)cc1C,-0.3,-0.2
COc1ccc2c3c(n(C)c2c1)[C@H](CO)N(S(C)(=O)=O)CC31CN(C(=O)C2CC2)C1,-0.1,0.3
O=[N+]([O-])c1cc(S(=O)(=O)N2CCCC2)ccc1O,-0.2,0.0
COCC(=O)N1CC2(CCN(C(=O)c3cccnc3)CC2)c2c([nH]c3cc(OC)ccc23)[C@@H]1CO,0.1,0.1
COc1ccccc1CN1C[C@@H]2N[C@H](C1)C2c1ccc(-c2ccncc2)cc1 (some centres undefined),0.3&0.2,0.0&0.0
COc1cccc(CN2[C@@H]3CNC[C@H]2C3c2ccc(-c3ccccc3C)cc2)c1 (some centres undefined),0.1&0.1,0.2&0.0
C[C@@H]1CN([C@@H](C)CO)C(=O)c2cc(C3=CCCCC3)cnc2O[C@@H]1CN(C)S(C)(=O)=O,-0.3,-0.9
COc1cccc(/C=N/Nc2ncc(C(F)(F)F)cc2Cl)c1O,-0.3,-0.1
CCn1ncc(C2C(C(=O)Nc3ccc(C)cn3)=C(C)NC3=C2C(=O)CCC3)c1C (centres undefined),0.0,0.1
